mIDH1 inhibitor: qHTS for Inhibitors of mutant isocitrate dehydrogenase 1 (IDH1): qHTS; AID 602179, 2012; Isocitrate dehydrogenase [NADP] cytoplasmic (Homo sapiens), O75874; actives 0.093% (n = 390,000); IDH1-R132H enzyme, NADPH consumption, diaphorase/resazurin fluorescence; Potency, µM (titrated, usually from 76.6 µM), for inactives: at the top dose activity change, negative = inhibition, usual class: inhibitors; further: on the % scale 0 is the no-effect control and ±100 the full control effect; nearly all actives have a fitted effect of over 65% in size
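IDH1-R132H (0.5 ug/mL) preincubated 30 min with compound, then NADPH (0.016 mM) and alpha-KG (2 mM) added; 80 min at RT, pH 7.5. Remaining NADPH coupled via diaphorase/resazurin to fluorescence (540/590 nm); concentration-response curves normalized to no-enzyme control.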
TrxR1 substrate: qHTS Assay for Substrates of Mammalian Selenoprotein Thioredoxin Reductase 1 (TrxR1): qHTS | AID 588456, 2011 | purified TrxR1 substrate turnover, NADPH consumption readout | actives 0.01% (n = 390,000) | Thioredoxin reductase 1, cytoplasmic (Rattus norvegicus), O89049 | Potency, µM (highest dose often 114 µM), inactives show at the top dose activity change, negative = substrate turnover; further: on the % scale 0 is the no-effect control and ±100 the full control effect; nearly all actives have a fitted effect of over 50% in size
Target sequence (O89049 whole entry, looked up): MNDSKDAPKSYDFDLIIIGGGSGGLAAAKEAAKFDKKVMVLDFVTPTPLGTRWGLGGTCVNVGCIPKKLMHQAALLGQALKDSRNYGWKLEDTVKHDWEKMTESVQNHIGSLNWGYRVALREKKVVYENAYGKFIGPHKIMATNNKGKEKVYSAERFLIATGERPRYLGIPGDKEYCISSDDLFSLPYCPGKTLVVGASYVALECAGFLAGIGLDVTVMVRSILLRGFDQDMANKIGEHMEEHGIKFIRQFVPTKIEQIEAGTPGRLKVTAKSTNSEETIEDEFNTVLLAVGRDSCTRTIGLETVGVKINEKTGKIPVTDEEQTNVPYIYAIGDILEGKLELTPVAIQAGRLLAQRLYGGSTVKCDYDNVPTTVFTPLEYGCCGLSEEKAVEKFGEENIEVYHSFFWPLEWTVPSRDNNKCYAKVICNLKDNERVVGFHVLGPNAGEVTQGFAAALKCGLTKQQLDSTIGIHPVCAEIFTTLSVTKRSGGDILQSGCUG
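Rat TrxR1, dispensed at 90 nM, was prereduced with 400 uM NADPH (final) for 5 min at ~22 deg C, then incubated with compound 15 min before 400 uM selenite. A first-read NADPH fluorescence drop versus no-compound background flagged substrates.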
Vif-A3F inh: qHTS for Inhibitors of Vif-A3F Interactions: qHTS | Potency, µM (highest dose often 46.1 µM), without a hit: at the top dose activity, negative = active | HeLa A3F-eYFP + Vif (tagged APOBEC3F with the HIV-1 protein that degrades it), YFP fluorescence increase | AID 602313, 2012 | actives 0.2% (n = 390,000); further: % of control where 0% means no effect; nearly all actives have a fitted effect of over 65% in size
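Fluorescence increase (Ex 488/Em 500-530) after overnight compound treatment at 37 deg C flags inhibition of Vif-driven A3F-eYFP loss in stable HeLa A3F-eYFP/Vif cells seeded overnight beforehand.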
ALOX12 inh: Primary qHTS assay for inhibitors of human arachidonate 12S-lipoxygenase (ALOX12): Round 2 | Polyunsaturated fatty acid lipoxygenase ALOX12 (Homo sapiens), P18054 | purified 12hLO, xylenol orange hydroperoxide absorbance | Potency, µM (doses to about 108 µM), for the others: top-dose activity change, negative = inhibition, actives largely listed as inhibitors | actives 1.1% (n = 580,000) | AID 1671190, 2021; further: on the % scale 0 is the no-effect control and ±100 the full control effect
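Purified human 12hLO (150 nM final) in 25 mM Hepes, 0.01% Triton X-100, pH 7.0 was preincubated 15 min at room temperature with compound. Then 40 uM arachidonic acid was added, 30 min. Hydroperoxide was read by Fe-XO absorbance ratio 573/405 nm.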
Vif-APOBEC3G blk: qHTS for Inhibitors of Vif-A3G Interactions: qHTS; DNA dC->dU-editing enzyme APOBEC-3G (Homo sapiens), Q9HC16; HeLa A3G-eYFP + Vif (tagged APOBEC3G with the HIV-1 protein that degrades it), YFP fluorescence, overnight; Potency, µM (titrated, usually from 46.1 µM), for inactives: at the highest dose activity, negative = active, usual class: inhibitors; actives 0.076% (n = 410,000); AID 602310, 2012;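 further: on the % scale 0 is the no-effect control and ±100 the full control effect; nearly all actives have a fitted effect of over 60% in size; hits raise eYFP signal because A3G escapes Vif-driven loss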
Target sequence (Q9HC16 whole entry, looked up): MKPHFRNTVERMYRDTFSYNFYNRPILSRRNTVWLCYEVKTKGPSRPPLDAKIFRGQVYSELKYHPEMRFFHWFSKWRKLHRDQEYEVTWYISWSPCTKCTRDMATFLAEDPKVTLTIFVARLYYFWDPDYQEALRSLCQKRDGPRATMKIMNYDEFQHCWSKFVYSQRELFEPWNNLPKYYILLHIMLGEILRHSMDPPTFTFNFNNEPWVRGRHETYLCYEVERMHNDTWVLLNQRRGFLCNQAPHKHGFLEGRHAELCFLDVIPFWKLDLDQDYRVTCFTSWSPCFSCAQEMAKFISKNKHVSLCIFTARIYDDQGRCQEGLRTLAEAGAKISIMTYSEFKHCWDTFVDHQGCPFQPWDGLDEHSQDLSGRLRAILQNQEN
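HeLa cells stably expressing Vif and C-terminally eYFP-tagged A3G, seeded overnight at 37 deg C, then exposed to compound by pintool overnight at 37 deg C. Rise in yellow fluorescence (Ex 488/Em 500-530, Acumen) marks blocked Vif-driven A3G degradation.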
RXFP1 ag: qHTS Assay for Agonists of the Relaxin Receptor RXFP1; Relaxin receptor 1 (Homo sapiens), Q9HBX9; HEK293T-RXFP1 cAMP TR-FRET, 30 min; response scale: percent of porcine relaxin response, buffer zero; Potency, µM (titrated, usually from 57.5 µM), for the others: at the highest dose activation, hits mostly activators; actives 0.3% (n = 370,000); AID 2676, 2010; further: on the % scale 0 is the no-effect control and ±100 the full control effect; nearly all actives have a fitted effect of over 60% in size; many of its hits are not listed in these tables
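Agonist response is measured as cAMP accumulation in an RXFP1-transfected HEK293T line under PDE4 inhibition. Values are scaled between buffer-only and 29 nM porcine relaxin, and EC50s come from standard Hill equation fits.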
RGS4 inh: Inhibitors of Regulator of G Protein Signaling (RGS) 4: qHTS; Regulator of G-protein signaling 4 (Homo sapiens), P49798; Transcreener GDP fluorescence polarization, RGS4-accelerated GTP hydrolysis; Potency, µM (series often up to 114 µM), for the others: at the top dose activity change, negative = inhibition, most hits filed as inhibitors; actives 0.039% (n = 390,000); further: on the % scale 0 is the no-effect control and ±100 the full control effect; nearly all actives have a fitted effect of over 75% in size; some results filed as inactive show a strong effect at the top dose
Target sequence (P49798 whole entry, looked up): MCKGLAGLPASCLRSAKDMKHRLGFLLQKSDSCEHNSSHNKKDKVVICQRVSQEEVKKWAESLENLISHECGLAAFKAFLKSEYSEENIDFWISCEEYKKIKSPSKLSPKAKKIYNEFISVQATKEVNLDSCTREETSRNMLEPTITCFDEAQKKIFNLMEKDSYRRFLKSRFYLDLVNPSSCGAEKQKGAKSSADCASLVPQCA
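MLSMR compounds (23 nl, pin-transferred) preincubated 10 min at room temperature with a 500nM (2x) first reagent, then RGS4 at 900nM (2x) plus Transcreener GDP mix added; fluorescence polarization (620/688 nm) read before and after 90 min at 30 °C.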
USP1-UAF1 inh: Inhibitors of USP1/UAF1: Primary Screen | Potency, µM (highest dose often 57.1 µM), inactives show top-dose activity change, negative = inhibition, most hits filed as inhibitors | Ubiquitin carboxyl-terminal hydrolase 1 (Homo sapiens), O94782 | actives 0.23% (n = 390,000) | recombinant USP1/UAF1, Ub-Rhodamine cleavage fluorescence; further: on the % scale 0 is the no-effect control and ±100 the full control effect; nearly all actives have a fitted effect of over 60% in size; inactives centre near -12
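1 nM enzyme complex + cpd, 15 min RT; start with Ub-Rho 150nM final; kinetic fluorescence ex 480/em 540, 6 reads q60 s. Buffer 50mM HEPES pH 7.8, 0.5mM EDTA, 0.1 mg/ml BSA, 1mM TCEP, 0.01% Tween-20.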
rTrxR1 inhibitor: qHTS Assay for Inhibitors of Mammalian Selenoprotein Thioredoxin Reductase 1 (TrxR1): qHTS | actives 1% (n = 390,000) | Potency, µM (doses to about 114 µM), for inactives: at the highest dose activity change, negative = inhibition, hits mostly inhibitors | Thioredoxin reductase 1, cytoplasmic (Rattus norvegicus), O89049 | AID 588453, 2011 | recombinant rTrxR1, NADPH fluorescence consumption, selenite substrate; further: on the % scale 0 is the no-effect control and ±100 the full control effect; nearly all actives have a fitted effect of over 65% in size
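Rat TrxR1 (90 nM in the dispensed reagent) was pre-reduced with 400 uM NADPH for 5 min at room temperature, then incubated with compound for 15 min. After 400 uM selenite was added, NADPH fluorescence (Ex 340/Em 450 nm) was followed for 8 min.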
An asterisk follows results filed as active; ? = inconclusive; . = not tested or not shown; [ ] = another dose, or the depositor's remark. The call rests on the fitted dose curve; in most records, active means well fitted curve in the direction sought with a large enough effect; inconclusive means small, poorly fitted or top-dose-only effect, or another doubt; inactive means no such curve, though single readings can be large; an effect the other way counts as inactive or inconclusive. Potency means the concentration at half of the fitted maximal effect. The list is partial, so the mix of outcomes need not match the whole.

SMILES	mIDH1 inhibitor	TrxR1 substrate	Vif-A3F inh	ALOX12 inh	Vif-APOBEC3G blk	RXFP1 ag	RGS4 inh	USP1-UAF1 inh	rTrxR1 inhibitor
CC(=O)c1sc(NCCOc2ccc(C)cc2)nc1C	4.1%	-9.3%	-3.6%	-20.1%	2.5%	4.9%	-9.9%	-20.6%	-4.5%
COc1ccc(C(=O)N2[C@@H](C(C)C)COc3cc(Br)ccc3S2(=O)=O)cc1	1.7%	-0.4%	4.7%	0.9%	-23.9%	.	?	-31.2%	12.7%
CCOC(=O)N1CCN(C(=O)CSc2nc3c([nH]c4ccccc43)c(=O)n2CCOC)CC1	-0.7%	-4.4%	-3.2%	-0.9%	-1.9%	1.1%	-13.7%	-7.3%	-4.5%
CCc1ccc(NS(=O)(=O)c2ccc3[nH]cc(C(=O)NCCc4cccc(C)c4)c(=O)c3c2)cc1	-12.8%	1.1%[57.1 µM]	-3.6%	-17.1%	5.6%	-1.7%	0.6%	-17.2%	40.2%[activator][57.1 µM]
Cc1ccc(NC2=C(Cl)C(=O)N(C3CCCCC3)C2=O)cc1	-0.5%	12.8%[57.1 µM]	?	-4.2%	0.0%	-0.2%	?	-4.5%	22.5%[57.1 µM]
COc1ccc(N2C(=O)CC(N3CCN(C4CCc5ccccc5C4)CC3)C2=O)cc1 (configuration not stated)	-8.5%	-0.7%	3.5%	-24.8%	-2.7%	0.6%	21.6%	-11.1%	-12.2%
CC(C)/C(C=O)=C(/NC1CCCCC1)c1ccccc1	-2.5%	-5.7%[57.1 µM]	-6.1%	-6.9%	-2.3%	.	-42.5%	-16.2%	7.8%[57.1 µM]
Cc1cccc(N(C(=O)c2csnn2)C(C(=O)NC(C)(C)C)c2cccnc2)c1 (configuration not stated)	0.7%	4.9%	11.2%	-40.5%	7.0%	0.3%	-5.2%	-10.9%	10.8%
O=C1NN(c2ccccc2)C(=O)/C1=C\c1ccccc1OCC(=O)N1CCOCC1	-2.7%	-3.2%[57.1 µM]	2.6%	?	-0.4%	-0.7%	-20.7%	-11.7%	-30.7%[57.1 µM]
Cc1ccc(/C=N/N=C/c2ccc(C)s2)s1	-2.3%	-15.0%	-18.7%	-8.5%	-8.6%	0.3%	-15.1%	-9.4%	-18.3%
CCOc1cc(N2CCOCC2)c(OCC)cc1NC(=O)c1c(C)noc1C	18.5%	-6.9%	-6.4%	-14.6%	0.3%	1.2%	?	?	4.0%
Cc1cccc(N(C(=O)c2sc(C)nc2C)C(C(=O)NCC2CCCO2)c2ccccc2)c1 (configuration not stated)	-1.3%	-4.6%	-5.0%	5.7%	1.3%	3.5%	-20.5%	-16.0%	17.1%[57.1 µM]

Quoted at random: two records from the list.
SMILES	mIDH1 inhibitor	TrxR1 substrate	Vif-A3F inh	ALOX12 inh	Vif-APOBEC3G blk	RXFP1 ag	RGS4 inh	USP1-UAF1 inh	rTrxR1 inhibitor
Cc1cccc(N(C(=O)c2csnn2)C(C(=O)NC(C)(C)C)c2cccnc2)c1 (configuration not stated)	0.7%	4.9%	11.2%	-40.5%	7.0%	0.3%	-5.2%	-10.9%	10.8%
Cc1cccc(N(C(=O)c2sc(C)nc2C)C(C(=O)NCC2CCCO2)c2ccccc2)c1 (configuration not stated)	-1.3%	-4.6%	-5.0%	5.7%	1.3%	3.5%	-20.5%	-16.0%	17.1%[57.1 µM]

Following part
SMILES	mIDH1 inhibitor	TrxR1 substrate	Vif-A3F inh	ALOX12 inh	Vif-APOBEC3G blk	RXFP1 ag	RGS4 inh	USP1-UAF1 inh	rTrxR1 inhibitor
O=C(COC(=O)c1c(F)cccc1Cl)NC1CCCC1	-3.6%	5.2%	4.4%	16.4%	-1.9%	0.2%	10.6%	-20.2%	21.4%
COc1ccc(CNC(=O)CCCN2C(=O)CSc3c2c(C)nn3-c2ccccc2)c(OC)c1	10.1%	-0.5%[57.1 µM]	-0.6%	?	-24.3%	-0.9%	11.2%	-17.9%	9.5%[57.1 µM]
O=C(O)Cc1ccc(NC(=O)c2ccc3c(c2)C(=O)N(Cc2ccccc2)C3=O)cc1	0.2%	.	3.8%	-16.4%	1.5%	.	.	-32.1%	.
COc1ccccc1C(=O)NCC(=O)N1CCN(S(=O)(=O)c2ccccc2C(F)(F)F)CC1	3.1%	1.3%	2.9%	15.1%	-4.3%	0.1%	-11.9%	-9.9%	7.0%
Cc1ccc([N+](=O)[O-])cc1S(=O)(=O)NCCc1c(C)[nH]c2c(C)cccc12	4.4%	-13.9%	-1.2%	9.2%	-0.6%	-0.2%	-21.5%	-11.1%	-11.4%
O=[N+]([O-])c1ccc(Cl)c(-c2ccc(/C=N/n3cnnc3)o2)c1	4.3%	-4.7%	?	0.0%	3.3%	1.2%	?	-28.4%	?
c1ccc(-c2csc(NNC3=NCCCCC3)n2)cc1	-24.8%	-9.9%[57.1 µM]	-1.2%	?	0.3%	-1.7%	-32.0%[11.4 µM]	-16.0%	13.3%[57.1 µM]
O=C(N/N=C/c1ccccc1)c1cc[n+]([O-])cc1	5.9%	-2.6%[57.1 µM]	-5.3%	-10.2%	-0.9%	-0.5%	-0.7%	-9.6%	-5.8%[57.1 µM]
Cc1cccnc1NC(=S)NC(=O)c1oc2ccccc2c1C	5.9%	16.9%	?	?	0.8%	-0.7%	-21.5%	-2.7%	-23.5%
Cc1ccc(C)c(NC(=O)CN(C)C(=O)C2CCN(S(=O)(=O)c3ccc4c(c3)OCCO4)CC2)c1	1.0%	-1.4%	-28.8%	-7.2%	1.5%	-12.2%	-4.2%	-8.6%	10.6%
COC(C[C@@H](O)C[C@@H](O)COCc1ccccc1)OC	11.8%	5.9%[57.1 µM]	2.7%	-0.3%	1.1%	-2.4%	-27.8%	-21.2%	19.0%[57.1 µM]
CCOc1cc(C2C(C(=O)OC)=CN(C3CCCC3)C=C2C(=O)OC)cc(Br)c1O	-2.3%	23.3%	-0.7%	12.7%	-0.1%	?	-13.7%	-12.9%	4.3%
COc1ccc(OCC(=O)Nc2ccc(S(=O)(=O)N3CCOCC3)cc2)cc1	1.4%	-0.9%	-10.7%	0.0%	1.2%	1.4%	-36.5%	-8.4%	3.2%
CCc1ccc(-c2[nH]nc3nc(-c4ccc(OC)cc4)cc(C(=O)NCCCOC)c23)cc1	42.9%[activator]	11.5%[57.1 µM]	-9.3%	-18.3%	1.9%	0.2%	-24.7%	-7.1%	35.9%[57.1 µM]
CCOC(=O)CC(NS(=O)(=O)c1cc(-c2cc(C)no2)ccc1C)c1ccc(C)cc1 (configuration not stated)	0.0%	2.4%[57.1 µM]	-3.1%	-27.9%	1.7%	-0.2%	-6.1%	-21.5%	21.1%[57.1 µM]
COc1cc2c(cc1OC)C(C)N(C(=O)Cn1ncc3c1-c1cc(C)ccc1OC3)CC2 (configuration not stated)	1.0%	-4.5%[57.1 µM]	-2.5%	-17.9%	-0.1%	0.6%	0.6%	-8.1%	3.4%[57.1 µM]
CSCCC(N=CC1=C(O)CC(C)(C)CC1=O)C(=O)O (configuration not stated)	6.3%	2.4%[57.1 µM]	-16.8%	59.1%[activator]	-1.2%	-0.8%	-33.1%	-18.6%	26.3%[57.1 µM]
Cc1sc2ncn(-n3c(C)ccc3C)c(=O)c2c1C	0.8%	-5.9%	.	-26.7%	-1.3%	3.2%	-4.8%	-20.0%	?
CCCn1c(CCC(=O)O)nc2cc(S(=O)(=O)N3CCCC3)ccc21	4.6%	170.0%[activator]	-11.3%	3.3%	0.3%	0.0%	-6.4%	-19.0%	34.5%
Cc1cccc(/C=N/n2c(C)cc(C)c(C#N)c2=O)c1	6.7%	-2.8%	-6.5%	-14.7%	2.6%	-0.8%	-18.2%	-5.8%	1.9%
CCN(Cc1ccncc1)Cc1ccc(Br)cc1	2.6%	-2.7%	11.2%	-85.0%	1.1%	2.7%	-13.0%	-19.8%	10.2%
CCN(CC)C(=O)CSc1nc2ccccc2c(=O)[nH]1	-2.1%	0.9%	7.9%	125.9%[activator]	-1.0%	0.8%	12.6%	2.3%	5.5%
CC(C)(CNS(=O)(=O)c1ccc(F)cc1)CNS(=O)(=O)c1ccc(F)cc1	0.5%	-3.0%	-1.3%	?	-0.4%	0.1%	0.6%	-18.6%	4.1%
CCNC(=O)c1sc(-c2ccccc2)nc1C	5.2%	-1.9%	-2.6%	0.0%	1.9%	1.4%	-8.9%	-24.5%	7.6%
